TRPC6 act: activators of mouse TRPC6 channel; Q61143; HEK293-TRPC6 membrane potential dye fluorescence; active compounds read high; B-score at 10 µM; 310,000 compounds, 0.13% hits; AID 2550;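 active = B-score of the integrated fluorescence ratio above library mean plus 3 SD, and starting fluorescence ratio within library mean plus 5 SD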;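 note: higher score means more depolarization so channel activation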
MrgX1 antagonist: blocks BAM8-22 activation of human MrgX1 receptor. 310,000 compounds, 1.3% hits. MRGX1-HEK293 calcium flux, Fluo-4, BAM8-22 antagonism; active compounds read low. B-score at 10 µM;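 active = calcium-response B-score plate-corrected more than 3 library SD below zero, starting fluorescence within 5 deviations, no agonist response on first addition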;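 note: peak minus trough fluorescence over baseline after final BAM8-22 challenge near maximal dose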
Target sequence (Q96LB2 whole entry, looked up): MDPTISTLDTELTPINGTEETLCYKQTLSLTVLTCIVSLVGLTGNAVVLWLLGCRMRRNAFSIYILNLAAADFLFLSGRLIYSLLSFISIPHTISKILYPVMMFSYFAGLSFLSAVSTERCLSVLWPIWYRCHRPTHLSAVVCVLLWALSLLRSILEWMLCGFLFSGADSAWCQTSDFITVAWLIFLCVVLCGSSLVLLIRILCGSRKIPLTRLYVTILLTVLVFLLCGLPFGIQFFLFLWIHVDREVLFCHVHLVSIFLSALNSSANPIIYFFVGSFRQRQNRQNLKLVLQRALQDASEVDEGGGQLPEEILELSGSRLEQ
TRPC4 act: opens the mouse TRPC4 cation channel. Q9QUQ5. AID 2237. HEK293 TRPC4beta/mu-opioid, Fluo4 calcium fluorescence; active compounds read high. B-score at 10 µM. 310,000 compounds, 0.49% hits;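 active = B-score above 5 SD of library B-scores, and initial fluorescence ratio not above library mean plus 5 SD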;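 note: positive B-score marks a calcium rise read as TRPC4 activation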
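Assay system – TRPC4beta and mu-opioid receptor HEK293 stable cells · Measured by – Fluo4 fluorescence, kinetic · Schedule – dye loading 45 min room temperature, 110 s kinetic read · Read-out – B-scored integrated calcium fluorescence ratio · Controls – buffer and maximal DAMGO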
KLF5 inhibitor: inhibitors of KLF5 expression; DLD-1 KLF5 promoter-luciferase reporter, luminescence; inhibition, % at 5 µM; 290,000 compounds, 0.23% hits; AID 1700;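 active = inhibition above a per-plate limit of that plate's mean compound inhibition plus 3 SD, cut at about 60% in these data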;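 note: 0% = DMSO wells and 100% = LY294002 at 200 µM; higher means less KLF5 promoter-driven luciferase light; inactives centre near -14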
TRPC4 PAM: allosteric potentiators of mouse TRPC4 channel. HEK293 TRPC4beta/mu-opioid, DAMGO EC20, Fluo-4 Ca2+ flux; active compounds read high. B-score at 10 µM. 310,000 compounds, 0.42% hits;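 active = B-score of calcium response area above 5 SD of library B-scores, with initial fluorescence ratio within 5 SD of library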;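 note: B-score of integrated fluorescence ratio over time as area under calcium response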
TRPC6 inh: mouse TRPC6 channel inhibition. Q61143. 310,000 compounds, 1.1% hits. HEK293-TRPC6, membrane potential dye, ACh-evoked depolarization; active compounds read low. B-score at 10 µM;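 active = B-score under library mean minus 3 SD, initial fluorescence not abnormally high, positive integrated signal ratio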;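 note: B-score derived from integrated fluorescence ratio over the kinetic read; more negative B-score means stronger inhibition of depolarization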
aSyn 5UTR inh: 5' untranslated region of α-synuclein, MLPCN primary screen; 300,000 compounds, 0.82% hits; alpha-synuclein 5'UTR reporter, inhibitor activity; AID 1813; inhibition, % (tested at 7.5 µM); in the data active = inhibition above about 60%;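 note: H4 neuroglioblastoma cells stably carrying SNCA 5'UTR luciferase fusion; 0% = DMSO wells and 100% = positive control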
SKKanGAS inh: inhibitors of SKKanGAS S. pyogenes growth in kanamycin (SK-promoter or general growth effect). BacTiter-Glo, 6 h. inhibition, % at 7.5 µM. 300,000 compounds, 1.3% hits. AID 1662;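 active = mean replicate score, as percent of positive control median, at least 50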;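 note: strain carries kanamycin resistance gene driven by streptokinase promoter and grows in 40 µg/ml kanamycin; loss of luminescence reflects streptokinase promoter inhibition or plain growth inhibition; 0% = median of DMSO wells and 100% = positive control at its reference dose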
HIF act: HIF pathway transcriptional activation | U2OS HRE-luciferase reporter, luminescence; normalized: DMSO 0%, desferrioxamine 100% | activation, % at 7.5 µM (by protocol) | 300,000 compounds, 0.32% hits | AID 1910;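 active = mean activation of at least 10% of the iron chelator positive control signal, with at least half of replicates also reaching 10%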
TRPC4 block: TRPC4 (mouse) channel inhibition | HEK293 TRPC4beta/mu-opioid, DAMGO-evoked Fluo4 calcium flux; active compounds read low | 300,000 compounds, 0.39% hits | Q9QUQ5 | B-score at 10 µM;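 active = B-score over 3 SD under the library average, no early fluorescence shift, positive overall ratio signal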
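Assay system: HEK293 cells with stable TRPC4beta plus mu-opioid receptor expression; Probe or stimulus: DAMGO in two steps, submaximal then maximal; Dosing: single-point compound dosing; Measured by: Fluo4 calcium-dye fluorescence, kinetic read; Read-out basis: B score from integrated Fluo4 fluorescence ratio.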
IEC-6 tox: kills IEC-6 intestinal cells in KLF5 counter-screen; inhibition, % at 5 µM; AID 1825; IEC-6 cytotoxicity, luminescence viability; 290,000 compounds, 0.78% hits; in the data active = inhibition above about 22%;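 note: 0% = plate median of test compound wells and 100% = cytotoxic reference compound wells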
Numbers without * were called inactive; i = inactive; . = no result given.

Each structure is followed by: TRPC6 act	MrgX1 antagonist	TRPC4 act	KLF5 inhibitor	TRPC4 PAM	TRPC6 inh	aSyn 5UTR inh	SKKanGAS inh	HIF act	TRPC4 block	IEC-6 tox
- O=C(NCCN1CCOCC1)c1ccc2ccccc2c1
 : i	i	i	-44	i	i	-18	0	0.4	i	2
- Cc1ccc(Nc2nnc(SCC(=O)NC(Cc3c[nH]c4ccccc34)C(=O)O)s2)cc1 (stereo not drawn)
 : i	i	i	-24	i	i	-18	10	-0.3	i	1
- CN(C)c1cccc(C(=O)NNC(=O)NC2CCCCC2)c1
 : i	i	i	-9	i	i	0	-9	-0.4	i	5
- COc1cc(C(=O)N2CCC(C(=O)Nc3cccc(C(C)=O)c3)CC2)cc(OC)c1OC
 : i	i	i	-41	i	i	26	0	0.3	i	-1
- Cn1c(SCC(=O)NC(C)(C)C)nnc1-c1cnccn1
 : i	i	i	19	i	i	-11	-1	-7.5	i	7
- O=C(NCCCn1ccnc1)NC(C(F)(F)F)C(F)(F)F
 : i	i	i	-17	i	i	13	-1	-0.1	i	7
- Cc1ccccc1NC(=O)CSc1n[nH]c(-c2ccco2)n1
 : i	i	i	-15	i	i	-23	-8	-0.4	i	3
- Cc1cc(C)c(N(CC(=O)NCc2ccccc2)C(=O)c2csnn2)c(C)c1
 : i	i	i	4	i	i	-5	6	-0.4	i	4
- CC1(C)[N+]([O-])=C2C(=[N+]([O-])C1(C)C)c1ccccc1/C2=N\O
 : i	i	i	-5	i	i	12	-4	0.1	i	-11
- N#CCN(C(=O)COC(=O)C1CC2CCCC(C1)C2=O)c1ccccc1 (stereo not drawn)
 : i	i	i	.	i	i	-8	3	-0.1	i	.
- O=C(CCC(=O)N1CCOc2ccccc21)N1CCCCC1
 : i	i	i	-19	i	i	-4	6	-0.2	i	-1
- Cc1ccc(N2CN(Cc3cccnc3)CNC2=S)cc1
 : i	i	i	11	i	i	-8	-3	0.0	i	1
- O=C(NC1CC1)C1CCN(C2CCN(C(=O)/C=C/c3cccs3)CC2)CC1
 : i	i	i	-27	i	i	3	6	-0.3	i	-6
- CN(c1ccc(OCC(=O)NCc2cccnc2)cc1)S(=O)(=O)c1ccc(Cl)cc1
 : i	i	i	8	i	i	-6	-9	0.2	i	3
- CCOC(=O)C(NC(=O)CC)(Nc1sc2c(c1C(=O)OC)CCN(C)C2)C(F)(F)F (stereo not drawn)
 : i	i	i	-34	i	i	8	0	-0.1	i	4
- CSc1ccccc1NC(=O)CN(C)CC(=O)NCc1ccccc1
 : i	i	i	-1	i	i	-8	1	-0.2	i	-8
- COC(=O)c1c(NC(=O)c2ccco2)sc2c1CCN(C(C)=O)C2
 : i	i	i	-50	i	i	-29	7	-20	i	8
- O=C(c1ccc(F)cc1)N1CCN(C2CCC(c3ccccc3)CC2)CC1 (stereo not drawn)
 : i	i	i	3	i	i	11	1	-0.3	i	7
- O=C(CSc1ccccc1)NN1C(=O)c2ccccc2C1=O
 : i	i	i	3	i	i	1	-6	-0.3	i	3
- COc1ccc(C2C3=C(CC(C)(C)CC3=O)Nc3c2c(=O)[nH]c(=O)n3Cc2ccccc2)cc1 (stereo not drawn)
 : i	i	i	-10	i	i	10	-3	-0.3	i	6
- O=C(NCCN1CCOCC1)c1cc(-c2ccc(Br)cc2)on1
 : i	i	i	-6	i	i	-27	-4	1.2	i	-1
- CCOc1ccc(NC(=O)CN(C)CC(=O)Nc2cccc(Cl)c2C)cc1OCC
 : i	i	i	-18	i	i	20	-3	1.6	i	-1
- CCc1ccc2[nH]c(C)c(CN3CCCCCC3)c(=O)c2c1
 : i	i	i	-44	i	i	-10	4	-3.3	i	-9
- CCCCC(=O)N1C/C=C\C(c2ccc(OC)cc2)N(Cc2ccc(F)cc2)C(=O)C1 (stereo not drawn)
 : i	i	i	.	i	i	2	2	-1.5	i	.
- O=C(CSc1nnnn1C1CCCC1)NCCc1ccccc1
 : i	i	i	-11	i	i	-44	-1	0.3	i	1
- O=C(NC(=C(Cl)Cl)S(=O)(=O)c1ccc(Cl)cc1)c1ccccc1
 : i	i	i	-5	i	i	-43	-1	1.3	i	0
- CCCCN(C(=O)C1=COCCO1)c1c(N)n(CCCC)c(=O)[nH]c1=O
 : i	i	i	.	i	i	-8	1	-0.3	i	.
- Cc1ccccc1C(=O)N1CCN(c2ccc(NC(=O)c3ccco3)cc2Cl)CC1
 : i	i	i	-9	i	i	47	5	0.8	i	7
- CC[C@]1(c2cccc(C)c2)C(=O)N(C(=O)OC)N1C(=O)OC
 : i	i	i	-7	i	i	-22	1	0.7	i	-3
- O=C(CN1CCC(C(=O)c2cccc(F)c2)CC1)NCc1cccs1
 : i	i	i	1	i	i	-2	-1	0.0	i	-3

(more compounds)
Each structure is followed by: TRPC6 act	MrgX1 antagonist	TRPC4 act	KLF5 inhibitor	TRPC4 PAM	TRPC6 inh	aSyn 5UTR inh	SKKanGAS inh	HIF act	TRPC4 block	IEC-6 tox
- CC[C@H](C)[C@H](NC(=O)OCc1ccccc1)C(=O)OCC(=O)Nc1ccc(N2CCOCC2)cc1
 : i	i	i	.	i	i	0	-9	-0.2	i	.
- CS(=O)(=O)N(CC(=O)Nc1ccc(F)cc1F)c1cccc([N+](=O)[O-])c1
 : i	i	i	-9	i	i	10	-3	-0.2	i	-1
- CCC1CCC2(CC1)NC(=O)N(CC(=O)Nc1cc(C)on1)C2=O (stereo not drawn)
 : i	i	i	-10	i	i	-17	1	-0.1	i	-6
- CCSC(=Nc1ccccc1)N1CCOCC1
 : i	i	i	.	i	i	9	-6	-0.1	i	.
- CCOC(=O)CC(=O)Nc1ccsc1C(N)=O
 : i	i	i	-8	i	i	3	1	-0.1	i	-3
- CC(C)n1c(SCC(=O)Nc2nc3ccccc3s2)nc2c1c(=O)n(C)c(=O)n2C
 : i	i	i	-13	i	i	38	34	0.1	i	-2
- Cc1ccc(N2C(=O)c3ccccc3C2Nc2ccc(S(=O)(=O)N3CCOCC3)cc2)nc1 (stereo not drawn)
 : i	i	i	-43	i	i	-40	-3	2.2	i	-4
- CCc1ccc(NC(=O)CSc2nc(=O)n(CCN(C)C)c3c2CCCC3)cc1
 : i	i	i	.	i	i	-7	-4	0.3	i	.
- Cc1cc(=O)c(C(=O)O)nn1-c1cccc(C(F)(F)F)c1
 : i	i	i	-25	i	i	-9	-1	-0.1	i	0
- CCC1CN(C(=O)N2CCC(C(=O)NCc3cc(OC)c(OC)c(OC)c3)CC2)c2ccccc2O1 (stereo not drawn)
 : i	i	i	12	i	i	3	11	0.4	i	1
- O=C(CCC1CCN(C(=O)c2ccccc2Cl)CC1)NCc1ccc(F)cc1
 : i	i	i	-26	i	i	6	28	-0.4	i	-4
- CCn1c(SCC(=O)N2CCOCC2)nc2ccccc21
 : i	i	i	-14	i	i	28	-10	0.1	i	0
- CCCCn1c(SC(C)C(=O)NCC2CCCO2)nc2cc(C(=O)OC)ccc2c1=O (stereo not drawn)
 : i	i	i	.	i	i	-5	8	-0.2	i	.
- CCN(CCn1cccn1)C(=O)CC1C(=O)NCCN1Cc1ccc(F)cc1 (stereo not drawn)
 : i	i	i	-20	i	i	2	3	0.0	i	1
- CC(=O)Nc1nnc(Cc2c[nH]c3ccccc23)s1
 : i	i	i	4	i	i	-7	-3	0.9	i	-1
- Cc1cc(C)nc(SC(C)CNS(=O)(=O)c2ccccc2)n1 (stereo not drawn)
 : i	i	i	-8	i	i	5	1	-0.7	i	2
- Cc1cccc(NC(=O)CSc2nc3nc4c(cc3c(=O)n2-c2ccccc2)CCCC4)c1
 : i	i	i	-29	i	i	17	21	-0.4	i	0
- COc1ccc(NC2CCCN(C(=O)CCN3CCCC3=O)C2)cc1 (stereo not drawn)
 : i	i	i	3	i	i	0	2	-0.2	i	5
- COc1ccccc1-c1cn[nH]c(=S)n1
 : i	i	i	-14	i	i	11	-2	-0.3	i	3
- CCOC(=O)CC(=O)NC(C)(C)CCCCC(C)(C)NC(=O)CC(=O)OCC
 : i	i	i	-6	i	i	5	-3	-24	i	-1
- Cc1nn(-c2ccccc2)c(C)c1C(=O)NCc1ccc(F)cc1
 : i	i	i	-20	i	i	16	-5	-47	i	2
- CC(=O)Nc1ccc(S(=O)(=O)NC2(C(F)(F)F)NC(=O)N(c3ccccc3F)C2=O)cc1 (stereo not drawn)
 : i	i	i	-6	i	i	-22	3	0.0	i	0
- COc1ccc(CC(=O)OCC(=O)N(C)C2CCS(=O)(=O)C2)cc1OC (stereo not drawn)
 : i	i	i	.	i	i	-10	0	-0.5	i	.
- Cc1ccc(C(=O)N/N=C\c2cc(Br)c(Br)o2)cn1
 : i	i	i	-8	i	i	-58	6	-0.8	i	-1
- CN(C)CCN(C(=O)C1=COCCO1)c1nc2ccc(F)cc2s1
 : i	i	i	-31	i	-7*	-47	-1	2.7	i	1
- COc1ccc(-c2nnc(N3CCC(C)CC3)c3ccccc23)cc1
 : i	i	i	-2	i	i	9	12	-0.3	i	-2
- O=C(NCC(c1cccnc1)N1CCN(c2ccccc2)CC1)c1ccc2c(c1)OCO2 (stereo not drawn)
 : i	i	i	3	i	i	-13	-2	-0.2	i	3
- Cc1ccc(C(NC(=O)N2CCOCC2)=C(Cl)Cl)cc1F
 : i	i	i	-35	i	i	-46	-1	0.3	i	2
- Cc1ccccc1Nc1nc(CSc2nnc(-c3ccoc3C)n2C)cs1
 : i	i	i	-25	i	i	-7	7	0.2	i	-13
- O=S(=O)(c1ccc(N2CCN(S(=O)(=O)c3ccc4c(c3)OCCO4)CC2)nc1)N1CCCC1
 : i	i	i	-1	i	i	30	-5	0.3	i	-4
